# Epigenetic derep: regulators of epigenetic silencing causing reporter derepression in mouse cells; murine LDR cells, GFP reporter derepression, 30 h; Potency, µM (series often up to 53.9 µM), without a hit: at the top dose GFP activation, most hits filed as activators; 0.2% of 280,000 active; AID 1865; further: potency means the concentration at half of the fitted maximal effect; % of control where 0% means no effect; nearly all actives have a fitted effect of over 60% in size
#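 In this reporter-derepression format, murine cells bearing a silenced integrated CMV-GFP locus incubate with test compound (30 h, 37 C), then are washed and imaged; fluorescent objects of 20–120 um count as induced cells.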
# LMNA splice mod: changes lamin A minigene splicing in HeLa cells | 0.01% of 200,000 active | HeLa LMNA splicing GFP/RFP minigene ratio, 48 h | Potency, µM (highest dose often 46.1 µM), for inactives: at the highest dose ratio change, negative = inhibition, usual class: inhibitors; active means well fitted inhibition curve with a large enough effect in the signal ratio, with a control signal flat, not every such curve was filed as active; inconclusive means small, poorly fitted or top-dose-only effect, or effect the other way, or a change in a side signal; the % refers to the signal ratio; further: potency means the concentration at half of the fitted maximal effect; on the % scale 0 is the no-effect control and ±100 the full control effect
#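 S3 HeLa stable clones carrying a lamin A-EGFP splicing minigene plus DsRed2 were seeded at 600 cells/well in Opti-MEM with 2% FBS, pin-dosed and incubated 48 h at 37°C. Acumen cytometry (488 nm) gave the GFP/RFP total-intensity ratio.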
# KinaseGlo FLuc: blocks Kinase-Glo luciferase, a counter-screen artifact; Kinase-Glo luciferase, ATP luminescence, 8 min; Potency, µM (top dose mostly 38.3 µM), without a hit: at the top dose activity change, negative = inhibition, hits mostly inhibitors; 0.28% of 200,000 active; AID 1379; further: potency means the concentration at half of the fitted maximal effect; on the % scale 0 is the no-effect control and ±100 the full control effect; nearly all actives have a fitted effect of over 60% in size
#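 Recombinant Kinase-Glo luciferase, 10 uM ATP (linear range), luciferin; imidazole pH 7.2 / KCl / MgCl2 / Tween / BSA buffer; 8 min RT; luminescence.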
# HttQ103 aggreg: inhibitors of mutant huntingtin aggregate formation in PC12 cells; PC12 HttQ103-GFP aggregates, Acumen cytometry, 40 h; Potency, µM (top dose mostly 46.1 µM), for the others: at the highest dose activity change, negative = inhibition, hits mostly inhibitors; 1.1% of 220,000 active; further: potency means the concentration at half of the fitted maximal effect; on the % scale 0 is the no-effect control and ±100 the full control effect; nearly all actives have a fitted effect of over 60% in size
#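 Aggregate formation scored by laser-scanning cytometer (488 excitation, 500–530 emission) in lysed PC12 cells expressing Q103-GFP after 100 nM tebufenozide induction; library tested in dose series, with ATPLite reagent added in the multiplex.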
# CBFb RUNX1 block: inhibitors of human CBF-beta and RUNX1 interaction. Q01196+Q13951. AlphaScreen CBFb-His/RUNX1-biotin binding, biochemical. Potency, µM (titrated, usually from 59.8 µM), for inactives: at the top dose activity, negative = inhibition, most hits filed as inhibitors. 230,000 tested, under 10 active; further: % of control where 0% means no effect
# Target sequence (Q01196 whole entry, looked up): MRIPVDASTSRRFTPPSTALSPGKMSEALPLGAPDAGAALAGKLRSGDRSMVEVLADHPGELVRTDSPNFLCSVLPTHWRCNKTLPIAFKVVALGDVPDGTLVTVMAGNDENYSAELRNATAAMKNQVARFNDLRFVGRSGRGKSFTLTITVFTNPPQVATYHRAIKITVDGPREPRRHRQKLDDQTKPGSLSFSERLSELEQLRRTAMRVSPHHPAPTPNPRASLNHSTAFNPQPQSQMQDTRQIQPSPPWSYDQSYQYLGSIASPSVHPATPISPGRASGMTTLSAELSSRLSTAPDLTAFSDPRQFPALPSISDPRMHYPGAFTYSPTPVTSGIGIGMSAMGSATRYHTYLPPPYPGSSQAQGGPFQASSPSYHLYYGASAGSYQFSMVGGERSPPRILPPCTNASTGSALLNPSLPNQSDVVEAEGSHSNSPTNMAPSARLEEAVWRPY
# Target sequence (Q13951 whole entry, looked up): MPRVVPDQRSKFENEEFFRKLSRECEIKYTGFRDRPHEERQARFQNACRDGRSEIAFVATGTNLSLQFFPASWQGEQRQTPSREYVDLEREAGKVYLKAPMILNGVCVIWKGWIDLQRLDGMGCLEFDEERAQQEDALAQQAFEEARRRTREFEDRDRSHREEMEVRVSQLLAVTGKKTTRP
#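 Bead-based AlphaScreen assay; binding partners His-tagged CBF-beta and biotinylated RUNX1 at 30 nM each. Compound exposure 15 min after a 20-min protein preincubation; bead step 90 min; all steps at room temperature.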
# NPSR antag: neuropeptide S receptor (human) antagonism, cAMP; Q6W5P4; CHO-NPSR cells, cAMP TR-FRET, antagonist mode; Potency, µM (highest dose often 38.3 µM), without a hit: at the top dose activity change, negative = inhibition, most hits filed as inhibitors; 1% of 220,000 active; further: potency means the concentration at half of the fitted maximal effect; on the % scale 0 is the no-effect control and ±100 the full control effect; nearly all actives have a fitted effect of over 50% in size; many of its hits are not listed in these tables
# Target sequence (Q6W5P4 whole entry, looked up): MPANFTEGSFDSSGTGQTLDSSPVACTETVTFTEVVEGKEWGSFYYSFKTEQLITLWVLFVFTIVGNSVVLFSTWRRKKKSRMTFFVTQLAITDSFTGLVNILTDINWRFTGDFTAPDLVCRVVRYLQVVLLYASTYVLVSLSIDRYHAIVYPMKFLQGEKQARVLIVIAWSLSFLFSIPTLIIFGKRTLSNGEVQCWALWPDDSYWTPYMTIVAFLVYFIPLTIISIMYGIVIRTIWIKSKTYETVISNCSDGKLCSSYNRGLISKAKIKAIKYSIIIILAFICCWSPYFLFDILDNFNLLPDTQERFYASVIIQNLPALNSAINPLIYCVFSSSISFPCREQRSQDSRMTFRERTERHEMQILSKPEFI
# IMPase Li inh: membrane-permeable IMPase blocker, potentiated with lithium; CHO-M1 cells, IP1 TR-FRET (IP-One), carbachol + lithium; Potency, µM (doses to about 59.4 µM), for inactives: at the top dose activity, negative = IMPase inhibition, hits mostly inhibitors; 0.35% of 210,000 active; AID 1457;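 further: IP1 builds up when IMPase is blocked and the TR-FRET signal falls; potency means the concentration at half of the fitted maximal effect; plate controls were basal vehicle for no effect and high inhibitor control for full effect; nearly all actives have a fitted effect of over 50% in size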
#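 Concentration–response in CHO-M1 cells, lithium-potentiated; 30 min at 37C. IP1 detected by competitive TR-FRET after 10 min lysis at RT. Hill-fitted AC50.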
# * marks the source's active call; other numbers are inactive results; u = inconclusive; x = no result given; & = joins results of further samples; [ ] = another dose, or the depositor's remark. Unless noted, the call rests on the fitted dose curve; in most records, active means well fitted curve in the direction sought with a large enough effect; inconclusive means small, poorly fitted or top-dose-only effect, or another doubt; inactive means no such curve, though single readings can be large; an effect the other way counts as inactive or inconclusive.
SMILES | NPSR antag | KinaseGlo FLuc | IMPase Li inh | HttQ103 aggreg | Epigenetic derep | LMNA splice mod | CBFb RUNX1 block
CCc1ccc(C(=O)Cn2cnc3cc([N+](=O)[O-])ccc3c2=O)cc1 | 8% | x | x | -10%[9.22 µM] | 0.0% | x | 10%
COC(=O)c1[nH]c2ccc(Cl)cc2c1NC(=O)CCN1CCOCC1 | -3%[46.1 µM] | -3% | 0%[38.3 µM] | -5% | 0.0% | -9% | 4%
COc1cc(C2C(C#N)=C(N)Oc3cc(C)oc(=O)c32)cc(OC)c1OC (configuration not stated) | -13% | x | x | -10%[9.22 µM] | 2.0% | x | 0%
Clc1ncn(CCOc2ccccc2)c1Cl | -12% | 2% | 1% | -7%[9.22 µM] | 0.0% | 8%[46 µM] | -3%
Cc1ccnc(NS(=O)(=O)c2ccc(NC(=O)/C=C/c3ccccc3)cc2)n1 | -2% | x | x | 3%[9.22 µM] | 1.1% | x | 8%
COc1cccc(C(=O)Nc2ccc(S(=O)(=O)NCc3ccco3)cc2)c1 | -19%[46.1 µM] | -6% | 8%[38.3 µM] | -26% | -1.6% | u | -5%
CCC[N+](CC#Cc1ccccc1)(CCC)CC(=O)c1ccc(Cl)cc1 | -9% | 1% | 12% | -31% | -3.2% | -23% | 4%
OC(COCCC12CC3CC(CC(C3)C1)C2)CN1CCCC1 (configuration not stated) | -9% | -3% | -8% | -4% | 0.9% | -9%[46 µM] | 6%
CC1CC(C)CN(Cc2nc(N)nc(Nc3ccc4ccccc4c3)n2)C1 (configuration not stated) | -11%[46.1 µM] | -2% | 22%[38.3 µM] | 11% | 2.6% | -12% | -8%
CC/C(=N\NC(=O)CSCc1ccccc1Br)c1ccc2c(c1)OCCO2 | -21%[46.1 µM] | -1% | 53%[activator][38.3 µM] | 3% | -1.0% | 15% | 1%
CCn1cc(S(=O)(=O)Nc2ccccc2C(F)(F)F)cn1 | -11% | 0% | 4% | 23%[9.22 µM] | -0.6% | 20%[46 µM] | -15%
CCOc1ccc(Nc2nc(N)nc(CN(C)C3CCCCC3)n2)cc1 | 0% | -2% | -10% | 2% | 0.8% | -2% | 7%
CC1(C)CC[C@]2(C(=O)O)C(O)C[C@@]3(C)C(=CCC4[C@@]5(C)CCC(O)C(C)(C)C5CC[C@@]43C)C2C1 (some centres not stated) | x | -3% | 10% | x | 1.6% | u | x
Cc1cc2cc(CNC(=O)c3ccc(S(=O)(=O)N4CCCC4)cc3)ccc2n1C | 9%[46.1 µM] | 4% | 20%[38.3 µM] | -1% | 0.8% | -11% | u
Cc1ccccc1-c1nc(CS(=O)CC(=O)NCc2ccccc2)c(C)o1 (configuration not stated) | -12%[46.1 µM] | 2% | -5%[38.3 µM] | 19% | 2.7% | -4% | -2%
O=C(Oc1ccccc1C(=O)Oc1ccccc1)c1ccco1 | 1%[46.1 µM] | -9% | -1%[38.3 µM] | -5% | -1.6% | -6% | 2%
COc1ccc(-c2[nH]c(-c3ccccc3)nc2SCC(=O)NC2CCCC2)cc1 | -15% | 0% | 21% | 15% | 0.7%&2.7% | -3% | -7%[2.36 µM]
Cc1ccc2[nH]cc(CCNC(=O)c3cccnc3)c2c1 | -14%[46.1 µM] | -4% | 25%[38.3 µM] | 4% | -2.9% | -9% | -1%
O=C(CN1C(=O)c2ccccc2C1=O)Nc1ccccc1C(=O)NC1CCCCCC1 | -5%[46.1 µM] | 3% | 8% | -7% | -1.0% | -7% | -2%
Cc1ccc(CCNC(=O)C2CCC(CNc3c(N4CCCC4)c(=O)c3=O)CC2)cc1 (configuration not stated) | -16%[46.1 µM] | 14% | -1%[38.3 µM] | -2% | -1.9% | -9% | -1%
O=C(Cc1cccs1)Nc1nnc(Cc2ccccc2)s1 | -11% | 2% | 6% | -5% | -0.1% | 2% | u
CC(C)Oc1c(N2CCOCC2)c(=O)c1=O | 9% | x | x | -5%[9.22 µM] | -1.0% | x | 4%
CCC(=O)N(CCc1ccccc1)Cc1cc2cc3c(cc2[nH]c1=O)OCO3 | -7%[46.1 µM] | -4% | -18%[38.3 µM] | -8% | -1.1% | 4% | 1%
C/C(=N/O)c1ccc(N2C(=O)C3C4C=CC(C3C2=O)C2C3C(=O)N(c5ccc(/C(C)=N/O)cc5)C(=O)C3C42)cc1 (configuration not stated) | -8% | 1% | 6% | 0% | -1.3% | 16%[46 µM] | 1%
Fc1ccc(NC(=S)N2CCc3ccccc3C2)c(F)c1 | -15% | 0% | 1% | 22% | 1.1% | x | 2%

# New compounds follow:
SMILES | NPSR antag | KinaseGlo FLuc | IMPase Li inh | HttQ103 aggreg | Epigenetic derep | LMNA splice mod | CBFb RUNX1 block
CCNC(=O)C(Sc1ccccc1)c1ccccc1 (configuration not stated) | -5%[46.1 µM] | 0% | 4% | 24% | 0.0% | -3% | -8%
C=C(C)C1Cc2c(C)nn(-c3nc(C)cc(C)n3)c2C1 (configuration not stated) | u | -9% | 1%[38.3 µM] | 11% | -1.0% | u | 3%
CCCCCC1CC(CC(C)C(=O)Nc2nncs2)C(=O)O1 (configuration not stated) | -28%[46.1 µM] | -1% | 2% | -2% | 1.2% | 1% | -4%
Cc1ccc(S(=O)(=O)Cn2nnnc2C(C(C)C)N2CCN(c3nc4ccccc4s3)CC2)cc1 (configuration not stated) | -27%[46.1 µM] | 1% | 13% | -7% | -1.2% | -17% | 5%
O=C(Nc1ccccc1C(F)(F)F)c1ccc(CN2CCC(Cc3ccccc3)CC2)cc1 | -10%[46.1 µM] | -2% | 4%[38.3 µM] | -24% | -0.9% | u | 1%
O=C1c2cccc3c(N4CCCCC4)ccc(c23)C(=O)N1c1ccccc1O | 37% | x | x | u | u | x | u
CCOC(=O)C1CCN(C(=O)c2ccc(N(C)S(=O)(=O)c3ccc(OC)cc3)cc2)CC1 | 31% | x | 0% | -10%[9.22 µM] | -1.2% | x | 0%
O=C1CN2CCC1C/C2=C\c1ccnc2c(Cl)cccc12 (configuration not stated) | -5% | x | x | 2%[9.22 µM] | 0.1% | x | 4%
Cc1csc(NC(=O)C2CCCCC2C(=O)O)n1 (configuration not stated) | -5%[46.1 µM] | -5% | -10%[38.3 µM] | -2% | -1.3% | -4% | 8%
O=C(/C=C/c1ccc2c(c1)OCO2)NCc1cn2cc(Cl)ccc2n1 | 4% | -4% | 7% | 3% | -1.6% | -12%[46 µM] | 10%
CCCS(=O)(=O)N1CCN=C1SCc1cccc(C)c1 | 10% | 0% | 5% | -2% | 0.0% | u | 12%
COc1cc2c(cc1NC(=O)COC(=O)[C@@H](NS(=O)(=O)c1cccc(Cl)c1)C(C)C)oc1ccccc12 | -38% | -1% | -3% | 8% | -1.5% | u | 5%
CCCCCCCCCCC(=O)Nc1cccnc1 | -5% | -2% | 15% | 7%[9.22 µM] | -3.5% | 6%[46 µM] | 7%
CC(C)(C)OC(=O)N1CCC2(CC1)Oc1ccc(F)cc1C(=O)C21CC(c2cccnc2)=NO1 (configuration not stated) | -1% | x | x | -5%[9.22 µM] | -1.2% | x | -3%
O=C(NC1CCCCC1)c1cc(F)cc2c1OCOC2 | -1% | x | x | 17%[9.22 µM] | 0.0% | -1%[46 µM] | 6%
COc1cccc(-n2c(SCC(=O)Nc3sc4c(c3C(N)=O)CCC4)nc3ccccc3c2=O)c1 | -18%[46.1 µM] | 0% | -7%[38.3 µM] | u | 0.0% | 14% | -9%
Cc1ccc(-c2nn3c(C)nnc3s2)cc1NC(=O)c1cccnc1 | 2%[46.1 µM] | 1% | -1%[38.3 µM] | 10% | 0.8% | -1% | -6%
CC(C)N=C(NS(=O)(=O)c1ccccc1)C(Cl)(Cl)Cl | -50% | 0% | -7% | 6% | 0.0% | u | -17%
COc1cccc(CC(NC(C)=O)C(=O)NC2CCN(c3nc(C)cc(C)c3C#N)CC2)c1OC (configuration not stated) | -7%[46.1 µM] | 2% | 21%[38.3 µM] | -2% | 0.9% | -3% | 6%
CCCCNCc1cc(Br)c(OCc2cccs2)c(OC)c1 | -12%[46.1 µM] | 4% | -2%[38.3 µM] | 9% | -2.3% | -4% | -1%
CCOC(=O)C1(CC2CCCCO2)CCN(S(=O)(=O)c2cc(C)cs2)CC1 (configuration not stated) | 32% | -6% | 0% | -21%[9.22 µM] | -1.2% | x | -2%
COc1ccc(Nc2nc(N3CCCC3)c3ccccc3n2)cc1 | u | 2% | 28%[38.3 µM] | u | -1.1% | u | -13%
CCOC(=O)CSc1nc2cc(C(=O)NCc3ccco3)ccc2c(=O)n1C1CCCCC1 | -19%[46.1 µM] | -4% | 27%[38.3 µM] | 1% | 0.9% | -1% | -6%
COc1cccc(/C=C2\SC(=S)NC2=O)c1OS(=O)(=O)c1ccc(NC(C)=O)cc1 | -4% | -1% | -4% | 27% | -1.3% | -20% | -10%
COCCN(CCOC)S(=O)(=O)c1ccc(C(=O)Nc2nc3c(s2)CCc2ccccc2-3)cc1 | -18% | 2% | -2% | 0% | 1.0% | u | -1%

# Next section:
SMILES | NPSR antag | KinaseGlo FLuc | IMPase Li inh | HttQ103 aggreg | Epigenetic derep | LMNA splice mod | CBFb RUNX1 block
CC(=O)c1c(C)nc2ccc(Br)cc2c1C(=O)O | -11%[46.1 µM] | 6% | 1µM* | u | 0.7% | 3% | -1%
CC12C(=O)N(c3ccc(C(=O)N4CCOCC4)cc3)C(=O)C1C1c3ccccc3C2c2ccccc21 (configuration not stated) | 1% | -1% | 0% | 13% | -1.3% | 3% | 4%
Cc1cc(F)ccc1NC(=O)c1cccnc1 | 5% | -1% | -4% | 22% | 3.9% | x | 2%
CCNC(=O)c1ccc(-n2nc(C)cc2-c2ccccc2)cc1 | -23%[46.1 µM] | 1% | -12%[38.3 µM] | -9% | -1.1% | 5% | 8%
CCS(=O)(=O)Nc1cc(OC)c(OC)cc1Cc1nccc2cc(OC)c(OC)cc12 | -10% | x | x | u | -1.1% | u | 8%
Cc1ccc2nsnc2c1S(=O)(=O)NCc1ccc2c(c1)OCO2 | 10% | -2% | 17% | -1% | -0.1% | 0% | 1%
CC(=O)N(CC(=O)O)c1ccccc1 | 10% | -3% | 1% | -10% | 0.0% | 8% | -7%
COc1ccc(NC(=O)NC2CCCCC2C)cc1 (configuration not stated) | 9% | 0% | 15% | 14%[9.22 µM] | -3.6% | 2%[46 µM] | 5%
CN(c1ccc(C(=O)NCC2CCCO2)cc1)S(C)(=O)=O (configuration not stated) | 3%[46.1 µM] | -3% | 60%[activator][38.3 µM] | 9% | -1.3% | 6% | -3%
Cn1ncc(C(=O)Nc2ccc(Cl)cc2)c1C(F)(F)F | 3% | x | x | 8%[9.22 µM] | 2.1% | 4%[46 µM] | 13%

# Assay outcomes: PubChem, National Center for Advancing Translational Sciences (NCATS)

# The list is partial; count on the stated rates, not on these rows.
